Screening data deposited in PubChem by several laboratories.
OX1R antag-1 – antagonists of human orexin 1 receptor (OX1R) | AID 485270, 2010 | OX1R-expressing cells, FRET antagonist read-out | 330,000 compounds, 1.8% hits | Orexin/Hypocretin receptor type 1 (Homo sapiens), O43613 | inhibition, % at 6.6 µM; in the data active = inhibition mostly above about 38%, no sharp cut-off; inactive = mostly below about 40%;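 also: 0% = agonist challenge alone and 100% = reference antagonist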
Target sequence (O43613 whole entry, looked up): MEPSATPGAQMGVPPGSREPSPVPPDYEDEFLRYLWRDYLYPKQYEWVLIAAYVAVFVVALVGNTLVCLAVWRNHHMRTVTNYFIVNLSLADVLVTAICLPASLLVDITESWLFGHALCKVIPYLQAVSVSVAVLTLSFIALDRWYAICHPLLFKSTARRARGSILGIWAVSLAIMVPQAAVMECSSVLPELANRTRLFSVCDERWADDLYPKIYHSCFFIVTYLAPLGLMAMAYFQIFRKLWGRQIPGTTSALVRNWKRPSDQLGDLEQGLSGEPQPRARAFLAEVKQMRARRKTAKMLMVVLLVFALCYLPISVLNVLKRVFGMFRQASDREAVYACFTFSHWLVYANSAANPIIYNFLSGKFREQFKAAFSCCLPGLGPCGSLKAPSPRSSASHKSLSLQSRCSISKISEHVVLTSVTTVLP
CHT PAM – CHT positive allosteric modulators, primary screen, cell-based, membrane potential dye, choline EC20; High affinity choline transporter 1 (Homo sapiens), Q9GZV3; CHT-expressing cells; active compounds read high; LV-AA mutant CHT in HEK293 cells; B-score at 10 µM; 310,000 compounds, 0.49% hits; AID 488977, 2010;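 active = initial fluorescence not abnormally high and integrated response B-score, plate-corrected, over 3 SD above library mean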
Target sequence (Q9GZV3 whole entry, looked up): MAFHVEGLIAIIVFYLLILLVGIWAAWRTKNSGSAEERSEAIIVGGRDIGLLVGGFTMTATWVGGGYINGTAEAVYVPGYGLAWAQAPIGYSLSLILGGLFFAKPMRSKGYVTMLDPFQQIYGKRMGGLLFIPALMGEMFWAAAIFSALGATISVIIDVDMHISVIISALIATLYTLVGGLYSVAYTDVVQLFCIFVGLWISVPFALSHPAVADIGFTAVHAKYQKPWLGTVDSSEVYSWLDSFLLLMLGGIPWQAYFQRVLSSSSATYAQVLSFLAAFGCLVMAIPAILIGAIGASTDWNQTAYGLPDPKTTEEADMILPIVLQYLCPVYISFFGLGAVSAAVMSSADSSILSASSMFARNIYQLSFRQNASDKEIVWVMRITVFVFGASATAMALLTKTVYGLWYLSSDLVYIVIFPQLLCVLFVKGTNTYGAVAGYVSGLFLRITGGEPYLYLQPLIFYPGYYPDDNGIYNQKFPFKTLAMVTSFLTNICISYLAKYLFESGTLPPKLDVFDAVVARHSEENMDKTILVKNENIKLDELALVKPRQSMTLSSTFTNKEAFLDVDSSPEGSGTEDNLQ
OX1R antag-2 – OX1R (HCRTR1) antagonists, primary screen, fluorescence, CHO/OX1R cells, Fluo-8 calcium, orexin A; inhibition, % at 5 µM; Orexin/Hypocretin receptor type 1 (Homo sapiens), O43613; 330,000 compounds, 0.43% hits; Fluo-8 calcium fluorescence; AID 434989, 2010;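 active = inhibition above its plate's threshold, mean inhibition of all tested compounds on the plate plus 3 SD, cut at about 37% in these data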;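 also: 0% = orexin A challenge wells and 100% = SB-334867-A antagonist wells; not every result past the cut was called active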
The depositor's hits bear a star; i = inactive; · = not tested or not shown. Outcome played no part in choosing rows; about 2.5% have a hit in one of these screens.

SMILES | OX1R antag-1 | CHT PAM | OX1R antag-2
Clc1ccc(C2CSc3c4ncnc-4ncn32)cc1 (centres undefined) | 3 | i | -9
Cc1cccc(-n2ncc3c(N4CCC5(CC4)OCCO5)ncnc32)c1 | 13 | i | -10
CC(=O)Nc1ccc(SCC(=O)N(C)C2CCS(=O)(=O)C2)cc1 (centres undefined) | 30 | i | -11
NC(=O)CSc1nnc(COc2ccccc2)n1Cc1ccco1 | -2 | i | -5
O=C(Nc1ccc(N2CCOCC2)c(S(=O)(=O)Nc2ccccc2Cl)c1)c1ccc(F)cc1 | 13 | · | 23
O=C(NCCNS(=O)(=O)c1ccccc1Cl)c1cc(OCC(F)(F)F)ccc1OCC(F)(F)F | 10 | i | -35
CC1(C)NC(=O)N(CCCCOc2ccc(Cl)cc2)C1=O | 12 | i | -6
Cc1ccc(S(=O)(=O)n2ccc3c(OCCOCCNCc4ccc(F)cc4)cccc32)cc1 | -1 | i | 25
O=Cc1ccc2c(c1)CCN2Cc1ccccc1 | 0 | i | -12
O=C(O)CCC(CNS(=O)(=O)c1ccccc1)C(F)(F)F (centres undefined) | -1 | i | -8
CC(=O)c1ccc(OCC(O)CN2CCN(CCN3C(=O)c4cccc5cccc(c45)C3=O)CC2)cc1 (centres undefined) | 31 | i | -24
O=C(CSc1nnc(-c2cccnc2)n1Cc1ccccc1)NCc1ccco1 | 16 | i | -20
O=C(N/N=C/c1ccoc1)c1ccccc1 | 7 | i | -3
CC(=O)Nc1ccc(S(=O)(=O)N(C)CC(=O)OCC(=O)N2CCCCC2)cc1 | 11 | i | -11
COC(=O)c1cccc(S(=O)(=O)N(Cc2ccco2)Cc2cc3cc(OC)c(OC)cc3[nH]c2=O)c1 | 23 | i | -23

Reprinted from the part before: five compounds; new compounds follow.
SMILES | OX1R antag-1 | CHT PAM | OX1R antag-2
CC(=O)c1ccc(OCC(O)CN2CCN(CCN3C(=O)c4cccc5cccc(c45)C3=O)CC2)cc1 (centres undefined) | 31 | i | -24
O=C(CSc1nnc(-c2cccnc2)n1Cc1ccccc1)NCc1ccco1 | 16 | i | -20
O=C(N/N=C/c1ccoc1)c1ccccc1 | 7 | i | -3
CC(=O)Nc1ccc(S(=O)(=O)N(C)CC(=O)OCC(=O)N2CCCCC2)cc1 | 11 | i | -11
COC(=O)c1cccc(S(=O)(=O)N(Cc2ccco2)Cc2cc3cc(OC)c(OC)cc3[nH]c2=O)c1 | 23 | i | -23
CCCCC1(C)OC(=O)C(=Cc2c[nH]c3ccccc23)C(=O)O1 (centres undefined) | 8 | i | 0
C[N+]12CCC(CC1)C(OC(=O)C(O)(c1ccccc1)c1ccccc1)C2 (centres undefined) | 19 | i | -4
NS(=O)(=O)c1ccc(CCNC(=O)CCNS(=O)(=O)c2ccccc2C(F)(F)F)cc1 | 0 | · | 9
CC(C)(C)NC(=O)C(c1ccc(-c2ccccc2)cc1)N(C[C@H]1CC[C@@H]([C@@H]2CC[C@H](CO)O2)O1)C(=O)c1ccc2ccccc2c1 (some centres undefined) | -2 | · | -25
CCc1noc(C)c1C(=O)N1CCCC(N2CCN(c3ccccc3F)CC2)C1 (centres undefined) | 12 | i | -9
CCn1c(SC)nnc1-c1sc2cc(Cl)ccc2c1Cl | 30 | i | -37
Cc1ccc(S(=O)(=O)O/N=C2\CCCc3ccccc32)cc1 | 20 | i | -20
CC(C)CCN(C(=O)c1ccc(Br)cc1)c1c(N)n(Cc2ccccc2)c(=O)[nH]c1=O | 8 | · | -38
COc1cccc(OCC(O)CN2CCN(c3ncccn3)CC2)c1 (centres undefined) | 3 | i | -17
CC1CCCC(C)N1C(=O)Cn1c(=O)sc2ccccc21 (centres undefined) | 9 | i | -18
COc1cc(C(=O)N(C)Cc2cccc(OC)c2OC)ccc1OCC(=O)Nc1cccc(C(F)(F)F)c1 | 24 | i | -8
CC(C)(C)OC(=O)N1CCC(c2c(C(=O)N3CCN(C(=O)c4ccco4)CC3)cnn2-c2cccc(Cl)c2)CC1 | 17 | i | -30
CC(=O)c1c(C)[nH]c(C(=O)OCC(=O)c2c(N)n(CC(C)C)c(=O)n(C)c2=O)c1C | 8 | · | -8
Cc1ccc(Cn2nc(C)c(NC(=O)c3cc(C)no3)c2C)cc1 | 10 | i | -4
Cc1cc(C)c2sc(NNC(=O)c3ccc(S(=O)(=O)N4CCc5ccccc5C4)cc3)nc2c1 | 7 | i | -23
C=C(C)CN1C(=O)C(O)(CC(=O)c2ccc3c(c2)OCCO3)c2ccccc21 (centres undefined) | 7 | i | -5
COc1cc(Br)ccc1NC(=O)c1ccccc1-c1ccccc1C(=O)O | 4 | i | -5
COc1ccc(CCN(Cc2cccs2)S(=O)(=O)c2ccc(S(=O)(=O)N3CCCCCC3)cc2)cc1OC | 12 | i | -8
COc1ccc(OCC(=O)Nc2ccccc2N2CCN(C)CC2)cc1 | 22 | i | -22
COC(=O)c1ccc(NC(=O)C2CCCN2S(=O)(=O)c2ccc(F)cc2)cc1 (centres undefined) | 22 | i | -16
COc1ccc(CNC(=O)/C=C/c2cc3c(cc2Br)OCO3)cc1 | 25 | i | -16
COCCN(C(=O)CCC(=O)Nc1cccnc1)C(C(=O)NC1CCCCC1)c1ccccc1 (centres undefined) | 29 | i | -14
O=C(N/N=C/c1cccc(F)c1)c1c(O)c2ccccc2[nH]c1=O | 18 | i | -19
O=C(CCCn1cc([N+](=O)[O-])cn1)N1CCCCC1 | 10 | i | -2
CCN(CC(=O)Nc1c(F)cccc1F)C(=O)c1cc(-c2cccs2)nn1-c1ccccc1 | 16 | i | -13
Cc1cccc2cc(COC(=O)c3cccnc3)c(=O)[nH]c12 | 33 | i | -11
CN(Cc1ccccc1)C(=O)COC(=O)CCN1C(=O)C2CC=CCC2C1=O (centres undefined) | 1 | · | -16
O=C(CN1C(=O)c2ccccc2C1=O)Nc1ccccc1F | 10 | i | -25
Cc1ccc(O)c(-c2cc(-c3ccccc3F)[nH]n2)c1 | 18 | i | -5
CCOc1ccc(/C=N/OCC(=O)Nc2cc(C)on2)cc1 | 9 | i | 6

Compound profiles, from the list above. Screens in order: OX1R antag-1, CHT PAM, OX1R antag-2
Results for O=C(CN1C(=O)c2ccccc2C1=O)Nc1ccccc1F = 10, i, -25
Results for CCN(CC(=O)Nc1c(F)cccc1F)C(=O)c1cc(-c2cccs2)nn1-c1ccccc1 = 16, i, -13
Results for Cc1ccc(O)c(-c2cc(-c3ccccc3F)[nH]n2)c1 = 18, i, -5
Results for COc1ccc(OCC(=O)Nc2ccccc2N2CCN(C)CC2)cc1 = 22, i, -22
Results for COc1cc(Br)ccc1NC(=O)c1ccccc1-c1ccccc1C(=O)O = 4, i, -5

Remaining list, next part
SMILES | OX1R antag-1 | CHT PAM | OX1R antag-2
O=C(CN1C(=O)c2ccccc2S1(=O)=O)N1CCCCC1 | 25 | i | -2
O=C(NC1(C(F)(F)F)N=C2SCCN2C1=O)c1ccccc1F (centres undefined) | 1 | i | -12
COc1cc(OC)cc(C(=O)OCC(=O)Nc2cccc(S(=O)(=O)NC3=NCCCCC3)c2)c1 | 12 | · | -15
COc1ccccc1NS(=O)(=O)c1ccc2c(c1)NC(=O)CC(=O)N2 | 11 | i | -2
CCCn1c(CNC(=O)c2cccs2)nc2ccccc21 | 16 | i | -24
CCOc1ccc(OCC)c(NC(=O)CSCC(=O)O)c1 | 20 | i | -12
CCNC(=O)CC1SC(=Nc2ccc(C)cc2)N(CC)C1=O (centres undefined) | -3 | i | -17
COc1cccc(OCc2cc(C(=O)N(C)CCOc3ccc(C)cc3)no2)c1 | 18 | i | -1
O=C(c1ccccc1Cl)N1CCC(n2cccc2)CC1 | 9 | i | -21
COCCn1c(SCC(=O)Nc2ccccc2OC)nc2ccccc2c1=O | -4 | i | -29
CCc1c(O)cc2n(c1=O)-c1ccc(Cl)cc1C2(C)C | 52 | i | -21
O=C(NCc1ccncc1)c1cccc(Cn2cc(Br)cn2)c1 | 7 | i | -23
CCCn1c(SCC(=O)Nc2ccc(Cl)cc2F)nc(O)cc1=O | 3 | · | -7
COc1cccc(N(C(=O)Cn2nnc(-c3ccc(C)o3)n2)C(C(=O)NC2CCCC2)c2ccncc2)c1 (centres undefined) | 7 | i | -14
Cc1nnc(SCC(=O)Nc2cc(Cl)ccc2Cl)n1CC1CCCO1 (centres undefined) | 4 | i | -7

Pulled by structure from the list above (two):
SMILES | OX1R antag-1 | CHT PAM | OX1R antag-2
CCCn1c(CNC(=O)c2cccs2)nc2ccccc21 | 16 | i | -24
CCOc1ccc(OCC)c(NC(=O)CSCC(=O)O)c1 | 20 | i | -12

Further entries follow:
SMILES | OX1R antag-1 | CHT PAM | OX1R antag-2
COC(=O)C1=C(C)N(Cc2ccccc2)C(=NCC(C)C)N[C@H]1c1cccc(C(F)(F)F)c1 | 6 | · | 16
COC(=O)C1=C(C)NC2=C(C(=O)c3ccccc32)C1c1ccc(-c2ccc(C(=O)O)cc2)o1 (centres undefined) | 31 | i | -5
CCn1cc(S(=O)(=O)CC(=O)Nc2ccc3c(c2)OCO3)c2ccccc21 | 8 | i | -30
CCN(CC)S(=O)(=O)c1ccc2[nH]c(=O)cc(C(=O)Nc3cccc(C(C)=O)c3)c2c1 | 12 | i | -20
CCCN(CCC)CCNC(=O)C1CCCN(S(=O)(=O)c2ccc3c(c2)oc(=O)n3C)C1 (centres undefined) | 4 | i | -10
COC(=O)c1c(-c2ccccc2)csc1NC(=O)C1CC=CCC1C(=O)O (centres undefined) | 24 | i | 5
O=C1CCCC(c2ccccc2)N1 (centres undefined) | 14 | i | -11
CCOC(=O)C1CCCN(CC(=O)Nc2cc(C)cc(C)c2)C1 (centres undefined) | 15 | i | -22
NC(Cc1c[nH]c2ccc(OCc3ccccc3)cc12)C(=O)O (centres undefined) | 16 | i | 6
CCS(=O)(=O)N1CCC(C(=O)NCCc2ccc(C)cc2)CC1 | 2 | i | 5
Cc1cccc(OCCCC(=O)O)c1 | 16 | i | -10
CN1CCN(/C(=N\O)c2nonc2N)CC1 | 10 | i | 6
CCN(CC)S(=O)(=O)c1cc(NS(=O)(=O)c2ccc(Cl)c(C(=O)O)c2)ccc1C | 5 | i | -24
Cc1ccc(OCC(=O)Nc2ccc(C(N)=O)cc2)cc1 | 5 | i | -11
CCCNC(=O)CN1C(=O)COc2ccc(S(=O)(=O)N3CC(C)CC(C)C3)cc21 (centres undefined) | 9 | i | -24
Fc1ccc(CSc2nnc(-c3cccs3)o2)cc1 | 33 | i | -32
COc1ccc(N2CCN(C(=O)Cc3ccc(S(=O)(=O)N4CCOCC4)s3)CC2)cc1 | 7 | i | -26
O=C(NCC1CCCO1)C1CCCN(S(=O)(=O)c2cccc(C(F)(F)F)c2)C1 (centres undefined) | 7 | i | -19
CCOC(=O)c1ccc(NC(=O)CN2C(=O)C3C4C=CC(C4)C3C2=O)cc1 (centres undefined) | 29 | i | -15
Cc1c(Cl)cccc1Nc1ncccc1C(=O)OCC(O)CO (centres undefined) | 1 | i | -13
COc1ccc(C(=O)COC(=O)CSCc2c(C)noc2C)cc1OC | 19 | i | -14
O=C(c1ccc(N2CCCC2=O)cc1)N1CCN(c2ccccc2)CC1 | 6 | i | -6
C=CCN(CC=C)c1nc2ccccc2nc1C(C#N)C(=O)OC(C)C (centres undefined) | 46 | i | -23
CCN(CCCNC(=O)Cn1ncc2c([nH]c3ccc(C)cc32)c1=O)Cc1ccccc1 | 19 | i | -16
CCCCN=C(NNc1ccc(Br)cc1)C(=O)OCC | 5 | i | -9
OCCC1CN(Cc2ccccc2OC2CCCC2)CCN1Cc1ccsc1 (centres undefined) | 6 | i | -25
Cc1ccc(C(=O)N2CCCC2)cc1S(=O)(=O)N1CCCCC1 | 5 | i | -16
CC1CCN(c2ccc3nnc(CCC(=O)N4CCCCC4)n3n2)CC1 | 20 | i | 11
CCn1c(SCC(=O)Nc2ccc(C)cc2)nc2nc3c(cc2c1=O)CCCC3 | 11 | i | -22
O=C(NCc1ccc(Cl)cc1)c1ccc(S(=O)(=O)N2CCCCC2)cc1 | -3 | · | 16
CCOc1ccc(S(=O)(=O)NCCCN2CCOCC2)cc1 | 10 | i | 10
COc1ccccc1-c1noc(CCC(=O)N2CCN(c3cc(C)ccc3C)CC2)n1 | 13 | · | -9
CCCNC(=O)c1ccc(N2CCC3(CC2)CC(c2cccc(Br)c2)=NO3)c(NC(=O)c2c(Cl)cccc2Cl)c1 | 13 | i | -31
CCOC(=O)N1CC=C2C(C#N)=C(N)C(C#N)(C#N)[C@H](c3cccs3)C2C1 (some centres undefined) | 12 | i | -22
Cc1ccc(NC(=O)COC(=O)CCc2ccc(S(=O)(=O)N3CCOCC3)cc2)c(C)c1 | -8 | i | -17
CCC(C(=O)O)n1cnc2scc(-c3ccc(C)c(C)c3)c2c1=O (centres undefined) | 11 | i | 4
O=C(O)c1cccc(NS(=O)(=O)c2ccc3c(c2)OCCCO3)c1 | 18 | i | 4
O=C(CN1C(=O)NC2(CCCCC2)C1=O)NNC(=O)C1CC1 | 4 | · | 2
CCC(C)(C)NC(=O)C(c1ccc(OC)cc1)N(Cc1cccs1)C(=O)CCC(=O)Nc1cc(C)on1 (centres undefined) | 44 | i | -27
CCC(=O)Nc1nonc1-c1nc2ccccc2n1N(C(=O)CC)C(=O)CC | 30 | i | -28
Cn1c(SCC(=O)N/N=C/C=C/c2ccccc2[N+](=O)[O-])nc2ccccc21 | 28 | i | -20
CC(C)CNC(=O)c1cccc(NC(=O)COc2ccc([N+](=O)[O-])cc2)c1 | 26 | i | -10
